High-throughput results deposited in PubChem by several laboratories.
TRPM1 prom inh – inhibitors of MITF-dependent TRPM1 promoter reporter, primary screen, cell-based, SK-MEL-5, single point, luciferase; SK-MEL-5 TRPM1 promoter luciferase, 24 h; inhibition, % at 12.5 µM; 330,000 tested, 0.83% active; AID 488899, 2010;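 active means mean inhibition across replicates of 60% or more, whatever share of single replicates reaches that level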; further: values of inactives mirror those of a sister screen read the other way
NR2E3 ag-1 – inhibitors of NR2E3-RetCOR corepressor binding, primary screen, NR2E3 agonist project, biochemical, TR-FRET, GST-NR2E3, biotin-RetCOR; Photoreceptor-specific nuclear receptor (Homo sapiens), Q9Y5X4; 1536-well; inhibition of corepressor binding, % at 4.78 µM; 320,000 tested, 0.12% active; AID 2300, 2010;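 active means percent inhibition above the cutoff of mean plus 3 SD of all tested compounds, set per screening campaign, cut at about 20% in these data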;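 further: 0% = DMSO wells and 100% = biotin wells as full block of FRET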
Target sequence (Q9Y5X4 whole entry, looked up): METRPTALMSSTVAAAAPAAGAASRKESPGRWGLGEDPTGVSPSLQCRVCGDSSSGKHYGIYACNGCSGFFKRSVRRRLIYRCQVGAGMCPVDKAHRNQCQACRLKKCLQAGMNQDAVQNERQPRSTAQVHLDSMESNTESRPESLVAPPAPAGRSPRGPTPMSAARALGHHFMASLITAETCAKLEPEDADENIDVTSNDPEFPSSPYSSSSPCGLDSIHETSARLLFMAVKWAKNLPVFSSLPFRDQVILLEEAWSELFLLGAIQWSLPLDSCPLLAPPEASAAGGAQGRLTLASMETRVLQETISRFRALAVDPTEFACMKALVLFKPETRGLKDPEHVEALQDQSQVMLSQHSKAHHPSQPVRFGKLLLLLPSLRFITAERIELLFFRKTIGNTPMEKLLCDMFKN
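Test system: GST-NR2E3 and biotin-RetCOR proteins | Quantity: 1.35 nM GST-tagged NR2E3 final | Medium: Tris pH 7.5 | Also added: 7 nM biotin-RetCOR | Dosing: Compound at 4.8 µM, single dose | Timing: 5 h at 4 °C | Detection: Time-resolved FRET | Read-out basis: Percent inhibition | Benchmarks: Biotin wells as high control, 0.6% DMSO wells as low control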
HIF-2a block – HIF-2a reporter inhibitors, primary screen, luminescence, 786-0 RCC cells. inhibition, % at 18.8 µM. 786-0 RCC cells HIF-2a reporter, luciferase luminescence, overnight. 360,000 tested, 0.72% active. AID 624352, 2012;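 active means inhibition of the luminescence signal of 40% or more relative to plate controls, in a single-dose primary screen at 18.75 µM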
CF NFkB inh – inhibitors of PAF-induced NF-kB signaling, primary screen, cell-based, GFP fluorescence, uHTS. KKLEB NF-kB-GFP reporter, GFP fluorescence overnight. inhibition, % at 5 µM. 360,000 tested, 0.86% active. AID 588850, 2011;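 active means at least 50% inhibition at 5 µM, scaled per plate between neutral and stimulator controls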;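 further: PAF is a Pseudomonas aeruginosa culture filtrate used as stimulus; plate controls were PAF-stimulated DMSO wells for no effect and unstimulated DMSO wells for full effect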
Peg3 prom inh – Peg3 promoter-driven luciferase inhibitors, primary screen, cell-based, HeLa, luciferase luminescence; HeLa PEG-Prom luciferase reporter, overnight; inhibition, % at 20 µM; 360,000 tested, 1.7% active;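 active means inhibition of at least 50% at 20 µM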
NR2E3 ag-2 – NR2E3 agonists in two-hybrid cells, primary screen, cell-based, luminescence, CHO-S, Gal4-NCOR/VP16-NR2E3. Photoreceptor-specific nuclear receptor (Homo sapiens), Q9Y5X4. luciferase. inhibition of corepressor binding, % at 3.98 µM. 360,000 tested, 0.35% active. AID 602229, 2012;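 active means inhibition above the mean of all tested compounds plus 3 SD, cut at about 70% in these data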;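 further: 0% = DMSO with NR2E3 transfected cells and 100% = cells lacking NR2E3 construct; higher means lower luciferase signal from less NR2E3 corepressor binding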
C8 TRAIL sens – viability loss with TRAIL in NB7+C8 cells, primary screen, TRAIL sensitizer project, cell-based, ATPlite luminescence; AID 624354, 2012; 360,000 tested, 1% active; inhibition (viability loss, TRAIL sensitization), % at 10 µM;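 active means compounds causing at least 50% loss of cell viability in the single-dose screen, relative to plate controls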
Shn3 inh set2 – reduction of Shn3 3'UTR firefly luciferase signal, primary screen, Schnurri-3 inhibitor project, cell-based, Clone20 osteoblasts, set 2; Clone20 osteoblast Shn3 3'UTR firefly luciferase, 24 h; inhibition, % at 12.5 µM; 360,000 tested, 0.52% active; AID 588674, 2011;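 active means mean inhibition of at least 75% with every replicate also reaching 75%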;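 further: 0% = median of neutral control wells and 100% = pilot-screen positive control compound; some compounds past the cut are filed as inactive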
TROY signal inh – inhibitors of TROY-driven NF-kB signaling, primary screen, Q293 LMP1-TROYcd cells, NF-kB luciferase, uHTS; 360,000 tested, 0.98% active; AID 1347056, 2019; Q293 LMP1-TROYcd NF-kB luciferase reporter, 4 h; inhibition, % at 10 µM;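 active means compounds whose plate-normalised and pattern-corrected inhibition of the luciferase reporter signal at the single screening dose is 50% or more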
KKLEB cytotox – cytotoxicity in KKLEB CF airway cells, primary screen, cytotoxicity control for CF NF-kB inhibitor project, cell-based, uHTS, fluorescence assay plates; activity change (cytotoxicity), % at 5 µM; AID 602141, 2011; KKLEB CF airway cells viability, ATPlite luminescence, overnight; active compounds read low; cells stimulated with P. aeruginosa culture filtrate; 360,000 tested, 0.36% active;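 active means corrected activity change at or below -50% at 5 µM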
TWEAK-Fn14 inh – inhibitors of TWEAK-Fn14 signaling, primary screen, luciferase reporter cells, uHTS | TWEAK-stimulated Fn14 reporter cells, luciferase luminescence, 8 h | 360,000 tested, 2% active | inhibition, % at 10 µM; in the data active means inhibition above about 50%
* marks the source's active call; other numbers are inactive results. Some of the compounds tested, so the mix of outcomes need not match the whole.

Screening O=C(Cc1ccccc1)N1CCN=C1SCc1ccc([N+](=O)[O-])cc1 returned TRPM1 prom inh 16, NR2E3 ag-1 1, HIF-2a block 16, CF NFkB inh 27, Peg3 prom inh 10, NR2E3 ag-2 -24, C8 TRAIL sens -1, Shn3 inh set2 -8, TROY signal inh 19, KKLEB cytotox -2 and TWEAK-Fn14 inh -1.
Screening Cc1ccc(C)c(N2CCN(C(=O)C34CC5CC(C3)CC(n3nnc(C)n3)(C5)C4)CC2)c1 returned TRPM1 prom inh 15, NR2E3 ag-1 0, HIF-2a block 12, CF NFkB inh 4, Peg3 prom inh 32, NR2E3 ag-2 -13, C8 TRAIL sens 21, Shn3 inh set2 18, TROY signal inh 32, KKLEB cytotox -9 and TWEAK-Fn14 inh 40.
CCN(CC)CCCN1CC(O)=C(c2nc3ccccc3s2)C1=N was read as TRPM1 prom inh 7, NR2E3 ag-1 0, HIF-2a block 6, CF NFkB inh -2, Peg3 prom inh -5, NR2E3 ag-2 -18, C8 TRAIL sens -3, Shn3 inh set2 8, TROY signal inh 4, KKLEB cytotox -7 and TWEAK-Fn14 inh -35.
Screening CCn1c(/C=C/c2ccc(O)c(O)c2)nc2ccccc2c1=O returned TRPM1 prom inh 16, HIF-2a block 3, CF NFkB inh 8, Peg3 prom inh -6, NR2E3 ag-2 4, C8 TRAIL sens 18, Shn3 inh set2 4, TROY signal inh 11, KKLEB cytotox 1 and TWEAK-Fn14 inh 11.
`COCCn1c(SCC(=O)c2[nH]c(C)c(C(C)=O)c2C)nc2ccccc2c1=O` gave TRPM1 prom inh -4, NR2E3 ag-1 0, HIF-2a block -7, CF NFkB inh 12, Peg3 prom inh 0, NR2E3 ag-2 5, C8 TRAIL sens -10, Shn3 inh set2 10, TROY signal inh 7, KKLEB cytotox -1 and TWEAK-Fn14 inh -9.
`CCOC(=O)C1(Cc2ccccc2C)CCCN(C(=O)CCc2c(C)noc2C)C1` (stereo not given) gave TRPM1 prom inh -5, NR2E3 ag-1 0, HIF-2a block -33, CF NFkB inh 5, Peg3 prom inh -52, NR2E3 ag-2 -24, C8 TRAIL sens -1, Shn3 inh set2 -3, TROY signal inh -3, KKLEB cytotox -8 and TWEAK-Fn14 inh 3.
`CCc1nc2c(sc3nc4c(cc32)COC(C)(C)C4)c(=O)n1Cc1ccco1` gave TRPM1 prom inh 2, NR2E3 ag-1 1, HIF-2a block -6, CF NFkB inh 9, Peg3 prom inh 2, NR2E3 ag-2 1, C8 TRAIL sens 5, Shn3 inh set2 20, TROY signal inh 0, KKLEB cytotox -2 and TWEAK-Fn14 inh 6.
N#CCC(=O)Nc1ccc(C(=O)NNC(=S)NC2CCCCC2)cc1 was read as HIF-2a block 11, CF NFkB inh 27, Peg3 prom inh 7, NR2E3 ag-2 1, C8 TRAIL sens -18, Shn3 inh set2 7, TROY signal inh -3, KKLEB cytotox -12 and TWEAK-Fn14 inh -12.
Nc1ccn([C@@H]2O[C@H](C(=O)NCc3ccc4c(c3)OCO4)[C@@H](O)[C@H]2O)c(=O)n1 was read as HIF-2a block -10, CF NFkB inh -14, Peg3 prom inh -15, NR2E3 ag-2 -12, C8 TRAIL sens 3, Shn3 inh set2 -26, TROY signal inh 14, KKLEB cytotox 10 and TWEAK-Fn14 inh 7.
For COc1ccc([C@H]2C[C@@H](n3cc(C4CC4)nn3)[C@H](O)CN2C(=O)C2CCCCC2)cc1 the results were HIF-2a block 2, CF NFkB inh -14, Peg3 prom inh -18, NR2E3 ag-2 4, C8 TRAIL sens -4, Shn3 inh set2 -24, TROY signal inh -5, KKLEB cytotox 11 and TWEAK-Fn14 inh -5.
CC(=O)N1CCN(S(=O)(=O)c2cccc(C(=O)Nc3nc4ccccc4[nH]3)c2)CC1 was read as TRPM1 prom inh -9, NR2E3 ag-1 1, HIF-2a block -11, CF NFkB inh -16, Peg3 prom inh 2, NR2E3 ag-2 -26, C8 TRAIL sens 6, Shn3 inh set2 8, TROY signal inh -14, KKLEB cytotox 5 and TWEAK-Fn14 inh 6.
CCCCNC(=O)CCCCn1c(=S)[nH]c2c([nH]c3ccc(OC)cc32)c1=O was read as TRPM1 prom inh 4, NR2E3 ag-1 6, HIF-2a block 12, CF NFkB inh -5, Peg3 prom inh 14, NR2E3 ag-2 -4, C8 TRAIL sens -20, Shn3 inh set2 6, TROY signal inh 0, KKLEB cytotox 1 and TWEAK-Fn14 inh -8.
`CCOC(=O)CC(C#N)c1cn(C)c2ccccc12` (stereo not given) gave TRPM1 prom inh 12, NR2E3 ag-1 0, HIF-2a block -1, CF NFkB inh -20, Peg3 prom inh 15, NR2E3 ag-2 -16, C8 TRAIL sens 1, Shn3 inh set2 -25, TROY signal inh 9, KKLEB cytotox 0 and TWEAK-Fn14 inh 1.
Screening CCCNC(=O)N1c2ccccc2Sc2ccccc21 returned TRPM1 prom inh 19, NR2E3 ag-1 4, HIF-2a block 15, CF NFkB inh -2, Peg3 prom inh -5, NR2E3 ag-2 6, C8 TRAIL sens -6, Shn3 inh set2 8, TROY signal inh 8, KKLEB cytotox 5 and TWEAK-Fn14 inh 12.
`CCOC(=O)CN1C(=O)C2Cc3ccccc3CN2C1=S` (stereo not given) gave TRPM1 prom inh -1, NR2E3 ag-1 2, HIF-2a block -12, CF NFkB inh 6, Peg3 prom inh -32, NR2E3 ag-2 -2, C8 TRAIL sens -22, Shn3 inh set2 8, TROY signal inh 6, KKLEB cytotox 2 and TWEAK-Fn14 inh 9.
For O=c1oc(-c2ccccc2Cl)nc2ccsc12 the results were TRPM1 prom inh 13, NR2E3 ag-1 4, HIF-2a block 6, CF NFkB inh -12, Peg3 prom inh 1, NR2E3 ag-2 0, C8 TRAIL sens -28, Shn3 inh set2 -17, TROY signal inh -6, KKLEB cytotox 3 and TWEAK-Fn14 inh 6.
`C=CCNC(=O)c1ccc(OC)cc1` gave TRPM1 prom inh 4, HIF-2a block 12, CF NFkB inh -18, Peg3 prom inh -10, NR2E3 ag-2 -18, C8 TRAIL sens -7, Shn3 inh set2 16, TROY signal inh -7, KKLEB cytotox 6 and TWEAK-Fn14 inh 17.
For Clc1ccc(-c2nnc3sc(-c4ccc(Br)o4)nn23)c(Cl)c1 the results were TRPM1 prom inh 0, NR2E3 ag-1 2, HIF-2a block -30, CF NFkB inh -22, Peg3 prom inh -4, NR2E3 ag-2 6, C8 TRAIL sens 14, Shn3 inh set2 -15, TROY signal inh -25, KKLEB cytotox -4 and TWEAK-Fn14 inh -35.
CC(C)Oc1ccc(N2CC(C(=O)Nc3ccccn3)CC2=O)cc1 (stereo not given) was read as TRPM1 prom inh 0, NR2E3 ag-1 -1, HIF-2a block 16, CF NFkB inh -17, Peg3 prom inh -12, NR2E3 ag-2 7, C8 TRAIL sens 4, Shn3 inh set2 0, TROY signal inh 8, KKLEB cytotox 5 and TWEAK-Fn14 inh 2.
For Clc1ccc(C2[C@H]3CN(Cc4cccnc4)[C@H](c4ccccc4)C34CC2(c2cccnc2)C4)cn1 (stereo not given in full) the results were TRPM1 prom inh 2, NR2E3 ag-1 8, HIF-2a block 15, CF NFkB inh -8, Peg3 prom inh 10, NR2E3 ag-2 -14, C8 TRAIL sens 0, Shn3 inh set2 7, TROY signal inh -5, KKLEB cytotox -2 and TWEAK-Fn14 inh -7.
Screening Cn1ncc2cc(NC(=S)NC(=O)c3ccccc3)ccc21 returned TRPM1 prom inh -53, NR2E3 ag-1 -2, HIF-2a block -222, CF NFkB inh 1, Peg3 prom inh -148, NR2E3 ag-2 -94, C8 TRAIL sens 1, Shn3 inh set2 -52, TROY signal inh -26, KKLEB cytotox -1 and TWEAK-Fn14 inh -1.
Screening CCOC(=O)N1CCN(c2c(NCCN3CCN(Cc4ccccc4)CC3)c(=O)c2=O)CC1 returned TRPM1 prom inh 0, NR2E3 ag-1 4, HIF-2a block 11, CF NFkB inh -3, Peg3 prom inh 2, NR2E3 ag-2 -3, C8 TRAIL sens -7, Shn3 inh set2 -18, TROY signal inh -4, KKLEB cytotox 1 and TWEAK-Fn14 inh -6.
Screening COC(=O)c1c(CSc2ccc(C)c(C)c2)noc1C(=O)NCc1ccc(OC)cc1 returned TRPM1 prom inh 3, NR2E3 ag-1 -1, HIF-2a block -6, CF NFkB inh 31, Peg3 prom inh 10, NR2E3 ag-2 -4, C8 TRAIL sens 3, Shn3 inh set2 8, TROY signal inh 9, KKLEB cytotox -12 and TWEAK-Fn14 inh -2.
`COc1cc2oc(=O)cc(-c3ccc(-c4ccc(O)cc4)cc3)c2c(OC)c1OC` gave TRPM1 prom inh -11, HIF-2a block -4, CF NFkB inh 43, Peg3 prom inh 3, NR2E3 ag-2 -44, C8 TRAIL sens -11, Shn3 inh set2 8, TROY signal inh 43, KKLEB cytotox -3 and TWEAK-Fn14 inh 9.
For COc1ccc(C(=O)OCC(N)=O)cc1[N+](=O)[O-] the results were TRPM1 prom inh -8, NR2E3 ag-1 1, HIF-2a block 11, CF NFkB inh 3, Peg3 prom inh 17, NR2E3 ag-2 -15, C8 TRAIL sens -8, Shn3 inh set2 24, TROY signal inh -16, KKLEB cytotox 18 and TWEAK-Fn14 inh -16.
`Cc1cc(=O)oc2ccc(OCC(=O)N3CCC(C)CC3)cc12` gave TRPM1 prom inh -3, NR2E3 ag-1 3, HIF-2a block -46, CF NFkB inh -8, Peg3 prom inh -28, NR2E3 ag-2 -23, C8 TRAIL sens -5, Shn3 inh set2 -3, TROY signal inh 3, KKLEB cytotox -2 and TWEAK-Fn14 inh 35.

Compounds listed so far that contain a thiophene ring, fused or not (2):
`CCc1nc2c(sc3nc4c(cc32)COC(C)(C)C4)c(=O)n1Cc1ccco1` gave TRPM1 prom inh 2, NR2E3 ag-1 1, HIF-2a block -6, CF NFkB inh 9, Peg3 prom inh 2, NR2E3 ag-2 1, C8 TRAIL sens 5, Shn3 inh set2 20, TROY signal inh 0, KKLEB cytotox -2 and TWEAK-Fn14 inh 6.
For O=c1oc(-c2ccccc2Cl)nc2ccsc12 the results were TRPM1 prom inh 13, NR2E3 ag-1 4, HIF-2a block 6, CF NFkB inh -12, Peg3 prom inh 1, NR2E3 ag-2 0, C8 TRAIL sens -28, Shn3 inh set2 -17, TROY signal inh -6, KKLEB cytotox 3 and TWEAK-Fn14 inh 6.
